PP1 counter = PP1-alpha (human) inhibition in PP5 counter-screen. inhibition, % at 6.7 µM. actives 0.9% (n = 320,000). purified PP1alpha, OMFP fluorescence. AID 2235;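 active means inhibition above the mean inhibition of all tested compounds plus 3 SD, computed separately for each screening campaign, cut at about 15% in these data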
proCasp3 act = activates human procaspase-3. P42574. recombinant procaspase-3 D3A, Ac-DEVD-pNA absorbance 405 nm. activation, % at 8.5 µM. actives 0.11% (n = 330,000);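 active means activation above the mean of all tested compounds plus 3 SD, cut at about 21% in these data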;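 further: 0% = DMSO alone and 100% = DMSO wells spiked with extra 5 µM PC-3 D3A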
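System: Procaspase-3 D3A mutant. Medium: Zinc-free 300 mM NaCl, 50 mM HEPES, 0.01% Triton X-100. Schedule: 1 h preincubation plus 2 h reaction at 25 °C. Measured by: 405 nm absorbance of p-nitroaniline, reads at 0 and 120 min. Read-out: percent activation relative to control range.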
VLA-4 inh = inhibition in a human VLA-4 binding assay. P13612. inhibition, % (about 7 µM as worked out from the volumes in the protocol). VLA-4 expressing cells, ligand binding flow cytometry. actives 0.2% (n = 330,000); in the data active means inhibition above about 50%
Target sequence (P13612 whole entry, looked up): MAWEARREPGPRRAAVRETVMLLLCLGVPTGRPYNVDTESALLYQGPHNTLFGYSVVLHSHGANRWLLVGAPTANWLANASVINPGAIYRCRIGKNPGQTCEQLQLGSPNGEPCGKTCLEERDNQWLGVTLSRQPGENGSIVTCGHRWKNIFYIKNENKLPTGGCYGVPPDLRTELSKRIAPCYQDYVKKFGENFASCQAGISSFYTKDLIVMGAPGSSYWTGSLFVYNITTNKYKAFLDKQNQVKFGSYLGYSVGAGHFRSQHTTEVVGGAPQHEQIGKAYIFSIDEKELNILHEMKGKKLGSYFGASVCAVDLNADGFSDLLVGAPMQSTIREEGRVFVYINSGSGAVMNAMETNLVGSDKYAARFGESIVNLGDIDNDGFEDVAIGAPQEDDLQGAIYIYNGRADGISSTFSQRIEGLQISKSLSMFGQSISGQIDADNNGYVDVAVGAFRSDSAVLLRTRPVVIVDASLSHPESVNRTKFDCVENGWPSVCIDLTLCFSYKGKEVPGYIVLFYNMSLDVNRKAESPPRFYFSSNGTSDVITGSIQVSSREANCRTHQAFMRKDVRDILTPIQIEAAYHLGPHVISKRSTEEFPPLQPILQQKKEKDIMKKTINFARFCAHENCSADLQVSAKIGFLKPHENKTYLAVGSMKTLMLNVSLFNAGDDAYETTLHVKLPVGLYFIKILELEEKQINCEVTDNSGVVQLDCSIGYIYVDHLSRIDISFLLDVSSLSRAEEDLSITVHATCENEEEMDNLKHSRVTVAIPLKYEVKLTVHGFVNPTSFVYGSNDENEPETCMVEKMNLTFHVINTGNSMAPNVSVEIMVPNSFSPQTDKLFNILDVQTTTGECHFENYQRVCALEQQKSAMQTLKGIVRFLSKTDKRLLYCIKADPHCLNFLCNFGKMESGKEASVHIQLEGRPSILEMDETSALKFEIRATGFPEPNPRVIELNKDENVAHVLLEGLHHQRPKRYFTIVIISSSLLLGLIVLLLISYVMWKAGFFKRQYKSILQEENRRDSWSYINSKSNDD
CTSL1 counter = cathepsin L1 inhibition, PFM18AAP counter-screen; actives 0.49% (n = 300,000); recombinant F. hepatica cathepsin L1, Z-Leu-Arg-MCA fluorescence; inhibition, % at 5.96 µM; AID 1906;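 active means inhibition above the mean of all tested compounds plus 3 SD, set per screening campaign, cut at about 17% in these data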;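 further: 0% = plate median of test compound wells and 100% = 1 µM Z-Phe-Ala-diazomethylketone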
GRK2 aptamer HTS = inhibitors of human GRK2 displacing RNA aptamer; bead flow cytometry, FAM-aptamer displacement from GRK2; inhibition of aptamer binding, % at 10 µM; actives 0.59% (n = 330,000); AID 488847;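 active means inhibition of aptamer binding above 40%, roughly 3 SD of noise, on plates passing a quality check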;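 further: median bead fluorescence of bound FAM aptamer so fluorescent compounds give negative values; no value below 0 was filed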
core dimer inh = blocks dimerization of HCV core protein; TR-FRET GST/Flag-core106 dimerization, 1536-well; inhibition, % at 5 µM; actives 0.33% (n = 300,000); AID 1899;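 active means inhibition above the mean of all tested compounds plus 3 SD, set per screening campaign, cut at about 45% in these data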
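test system = GST/Flag-tagged HCV core106 proteins | probe or stimulus = Eu donor and XL665 acceptor anti-tag antibodies | times = compound-protein-antibody incubation 4 h at 22.5 °C | signal = TR-FRET, excitation 340 nm, emission 617 and 671 nm | measure = percent inhibition of core106 dimerization signal | controls = wells lacking GST-core106 and wells with excess unlabelled core106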
JMJD2C inh = human JMJD2C demethylase inhibition; Q9H3R0; GST-JMJD2C(1-420) H3K9me3 demethylation, DELFIA europium; inhibition, % at 2.35 µM; actives 0.069% (n = 330,000); AID 2099;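 active means more than half of a compound's replicate wells show inhibition beyond 50%, single wells judged on their own value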;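 further: signal counts dimethyl H3K9 product captured on neutravidin plate; 0% = median of DMSO wells and 100% = 0.3 times that DMSO median; strong numbers were not always called active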
procasp7 counter = counter-screen: procaspase-7 (human) activation; actives 0.093% (n = 330,000); activation, % at 8.5 µM; P55210; recombinant procaspase-7, Ac-DEVD-pNA absorbance 405 nm; D23A/D198A/D206A triple mutant, cannot self-cleave; scale: DMSO 0, 5 µM enzyme 100;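 active means percent activation above the screen-wide mean plus 3 SD, cut at about 25% in these data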
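Assay system: Uncleavable procaspase-7 mutant enzyme / Input: 2 µM procaspase-7 mutant as dispensed / Dosing: single nominal 8.5 µM compound dose, 0.8% DMSO final / Timing: 1 h enzyme–compound preincubation and 2 h substrate reaction, both 25 °C / Detection: p-Nitroaniline absorbance at 405 nm, read at 0 and 120 min / Replication: singlicate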
PP5 inh = PP5 (human) phosphatase inhibition. actives 0.18% (n = 320,000). inhibition, % at 6.7 µM. P53041. purified PP5c, OMFP substrate fluorescence;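 active means inhibition above the campaign's mean inhibition across all tested compounds plus 3 SD, cut at about 9.5% in these data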;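 further: 0% = DMSO only and 100% = 100 µM cantharidin control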
Numbers without * were called inactive; / = not tested or not shown; & = joins results of further samples. Not a hit list. Share with any hit: about 2.6%.

SMILES	PP1 counter	proCasp3 act	VLA-4 inh	CTSL1 counter	GRK2 aptamer HTS	core dimer inh	JMJD2C inh	procasp7 counter	PP5 inh
CC1CCCCN1S(=O)(=O)c1cnc(Cl)c(Br)c1 (stereo not given)	1	5	-18	-4	3	-8	5	-7	0.6
CC(C)(C)OC(=O)[C@H]1[C@H](c2ccc([N+](=O)[O-])cc2)C2(C(=O)c3ccccc3C2=O)C2c3ccccc3C=NN21 (stereo not given in full)	3	-2	-3	-1	0	15	23	-1	4.0
Cc1ccccc1Cn1nc(C)c(NC(=O)c2cc(-c3ccco3)on2)c1C	-2	-4	-3	-1	21	6	-19	21	-0.9
O=C(NCc1ccc(Cl)cc1)c1cc2c(s1)CS(=O)(=O)C2	5	-1	1	-1	0	0	-6	1	2.9
Cc1cc(-c2cccs2)n[nH]1	-4	-6	12	2	0	1	9	4	0.5
Cc1nn(C)c(=O)n1-c1ccc(OCc2ccccc2)cc1	-2	4	6	3	0	-4	1	4	2.6
Cn1nnnc1NCc1ccc(Cl)cc1	-1	3	6	-1	2	-4	24	3	-0.7
COc1ccc(C2C(C(=O)N3CCN(c4ccccc4)CC3)c3ccccc3C(=O)N2C)cc1 (stereo not given)	0	-4	-1	-1	0	6	-4&-8	3	1.0
COc1ccc(CN2CCC(n3nccc3NC(=O)CCCc3ccccc3)CC2)cc1C	1	1	6	0	0	4	-2	7	2.7
COCCNC(=O)c1ccc(-n2c(SCc3cccnc3)nc3ccccc3c2=O)cc1	-3	4	16	0	0	2	-25	14	1.4
Cc1ccc(C(=O)Nc2ccccc2C(=O)N2CCCC(C)C2)cc1 (stereo not given)	1	-3	1	-1	0	1	6	-9	1.3
COc1ccc(OC)c(NC(=O)CCN2CCN(c3ccccc3)CC2)c1	-1	1	-18	-1	0	4	-3	-6	-1.1
CC(=O)c1ccc(NCC(=O)N2CCN(S(=O)(=O)c3ccccc3)CC2)cc1	-7	5	-4	/	6	/	/	9	1.0
C[C@]12CCC(=O)C=C1CC[C@@H]1[C@@H]2[C@@H](O)C[C@]2(C=O)[C@@H](C(=O)CO)CC[C@@H]12	2	0	9	-5	1	7	18	7	5.3
CCn1ccnc1C(O)c1ccccc1OC (stereo not given)	-2	1	15	-2	8	6	8	5	3.4
CC(C)c1ccc(NS(=O)(=O)c2ccc(N3C(=O)CCC3=O)cc2)cc1	-2	3	-2	-2	0	0	-3	-5	-0.3
O=C(Nc1nc2ccccc2n1CCN1CCOCC1)c1ccccc1	0	-5	1	1	0	-6	12	-3	2.1
Cc1ccc(NC(=O)Cc2cc(C(=O)O)c3ccccc3n2)c(C)c1	12	-1	10	5	0	6	4	0	-1.1
O=C(O)C(c1ccccc1)C(c1ccccc1)c1ccccc1 (stereo not given)	0	-1	13	-6	0	-9	-9	-2	1.0
CC(C)C[C@H](NC(=O)OC(C)(C)C)c1nnc(SCc2ccccc2)o1	2	-3	-4	23*	3	-3	0	-9	2.3
O=[N+]([O-])CC(c1ccccc1)c1c[nH]c2ccccc12 (stereo not given)	-1	2	-5	5	1	-4	3	-2	3.3
C[C@H]1Oc2ccccc2C(=O)C1C(=O)c1ccccc1 (stereo not given in full)	-2	-95	6	1	1	2	0	-108	-1.1
C=CCn1c(SCC(=O)Nc2cc(C)ccc2C)nnc1-c1cnccn1	3	0	12	-6	0	0	7	-4	0.9
Cc1ccc(C(C)NC(=O)c2c(-c3ccccc3)noc2C)cc1C (stereo not given)	-1	-2	-12	2	0	-2	4	2	1.5
Cc1c(NC(=S)Nc2ccc(Cl)cc2)c(=O)n(-c2ccccc2)n1C	-4	-7	10	8	2	-2	-18	-10	-3.2

In another format: 12 of the compounds above
Structure | PP1 counter | proCasp3 act | VLA-4 inh | CTSL1 counter | GRK2 aptamer HTS | core dimer inh | JMJD2C inh | procasp7 counter | PP5 inh
C[C@]12CCC(=O)C=C1CC[C@@H]1[C@@H]2[C@@H](O)C[C@]2(C=O)[C@@H](C(=O)CO)CC[C@@H]12 | 2 | 0 | 9 | -5 | 1 | 7 | 18 | 7 | 5.3
CCn1ccnc1C(O)c1ccccc1OC (stereo not given) | -2 | 1 | 15 | -2 | 8 | 6 | 8 | 5 | 3.4
CC(C)c1ccc(NS(=O)(=O)c2ccc(N3C(=O)CCC3=O)cc2)cc1 | -2 | 3 | -2 | -2 | 0 | 0 | -3 | -5 | -0.3
O=C(Nc1nc2ccccc2n1CCN1CCOCC1)c1ccccc1 | 0 | -5 | 1 | 1 | 0 | -6 | 12 | -3 | 2.1
Cc1ccc(NC(=O)Cc2cc(C(=O)O)c3ccccc3n2)c(C)c1 | 12 | -1 | 10 | 5 | 0 | 6 | 4 | 0 | -1.1
O=C(O)C(c1ccccc1)C(c1ccccc1)c1ccccc1 (stereo not given) | 0 | -1 | 13 | -6 | 0 | -9 | -9 | -2 | 1.0
CC(C)C[C@H](NC(=O)OC(C)(C)C)c1nnc(SCc2ccccc2)o1 | 2 | -3 | -4 | 23* | 3 | -3 | 0 | -9 | 2.3
O=[N+]([O-])CC(c1ccccc1)c1c[nH]c2ccccc12 (stereo not given) | -1 | 2 | -5 | 5 | 1 | -4 | 3 | -2 | 3.3
C[C@H]1Oc2ccccc2C(=O)C1C(=O)c1ccccc1 (stereo not given in full) | -2 | -95 | 6 | 1 | 1 | 2 | 0 | -108 | -1.1
C=CCn1c(SCC(=O)Nc2cc(C)ccc2C)nnc1-c1cnccn1 | 3 | 0 | 12 | -6 | 0 | 0 | 7 | -4 | 0.9
Cc1ccc(C(C)NC(=O)c2c(-c3ccccc3)noc2C)cc1C (stereo not given) | -1 | -2 | -12 | 2 | 0 | -2 | 4 | 2 | 1.5
Cc1c(NC(=S)Nc2ccc(Cl)cc2)c(=O)n(-c2ccccc2)n1C | -4 | -7 | 10 | 8 | 2 | -2 | -18 | -10 | -3.2

Going on with the list.
SMILES	PP1 counter	proCasp3 act	VLA-4 inh	CTSL1 counter	GRK2 aptamer HTS	core dimer inh	JMJD2C inh	procasp7 counter	PP5 inh
Cc1ccc(CS(=O)Cc2ccc(C(=O)NC3CCCCC3)o2)cc1 (stereo not given)	-10	-5	7	-3	1	-17	4	-17	0.4
Cc1ccn(C(C)CC(=O)Nc2ccc(-c3ccno3)cc2)n1 (stereo not given)	2	6	5	-2	0	4	3	0	1.8
C=C(C)CSC1=C(C#N)C(c2ccsc2)CC(=O)N1 (stereo not given)	-1	-1	-5	1	1	-7	8	-14	11*
Oc1ccccc1N1CCN(C(c2ccccc2)c2ccccc2)CC1	0	0	1	2	0	-9	5	0	2.2
O=C(NCc1ccco1)c1ccc(CS(=O)(=O)Cc2ccc(F)cc2)o1	-1	2	2	-3	0	-1	-6	3	2.0
CC(=O)N1CCOc2ccc(S(=O)(=O)N(C)c3ccc(C)cc3)cc21	5	10	24	-7	4	0	0	-6	2.0
CN1CCN(C(=O)C23CCC(C)(c4nc5ccccc5nc42)C3(C)C)CC1 (stereo not given)	2	-8	-3	-1	1	-5	4	-2	-1.6
COc1ccc(OC)c(NS(=O)(=O)c2ccc(N3CCCC3=O)cc2)c1	-2	-2	23	-1	2	-1	10	1	0.4
Cc1ccc(S(=O)(=O)N2CCN(C(=O)c3ccc(N4CCCCC4)c([N+](=O)[O-])c3)CC2)cc1	-3	4	20	-5	5	10	23	12	-0.4
S=C1NCN(C2CCCCC2)CN1CCc1ccccc1	-3	0	1	-2	0	2	/	4	0.5
COc1ccc(CN2CCNC(=O)C2CC(=O)NC2Cc3ccccc3C2)c(OC)c1 (stereo not given)	-4	-1	19	1	0	-3	11	-6	2.4
O=[N+]([O-])c1ccc(CSc2nnc(Cc3ccccc3)o2)cc1	-1	-1	11	3	1	1	5	-1	1.2
Cc1ccc2oc(=O)c(/C=C(\O)c3ccccc3)nc2c1	1	-13	-16	2	5	-6	7	-25	3.8
Cc1cc(C(=O)N(C)Cc2c(F)cccc2Cl)c2ccccc2n1	0	-1	-17	1	3	2	0	-3	0.8
COC(=O)c1cc(S(=O)(=O)NCCc2ccccc2)c[nH]1	-2	9	30	-7	15	9	-4	5	1.6
Cc1ccc(N2C(=O)CC(Sc3cccs3)C2=O)cc1 (stereo not given)	-4	-31	-1	-3	0	-5	0	-28	-2.0
Cn1c(=O)c2[nH]c(-c3cccnc3)nc2n(C)c1=O	-2	0	6	0	0	-6	22	-8	14*
CCCCc1nnc2c(N(C)S(=O)(=O)c3ccccc3)nc3ccccc3n12	2	0	-1	0	3	3	3	3	0.2
O=C1COc2ccc(C(=O)COC(=O)Cc3ccccc3F)cc2N1	-1	3	34	-3	3	-3	2	6	-0.2
CCOc1cc(S(=O)(=O)N(CC)CC)ccc1F	-1	3	14	0	0	-2	-5	0	1.0
O=C(O)c1cccc(NS(=O)(=O)c2ccc3c(c2)C(=O)c2ccccc2C3=O)c1	0	-2	16	-5	1	3	-15	-6	-2.0
O=C(O)CCn1cc(-c2ccc(F)cc2)nc1-c1ccncc1	-6	3	33	-2	40	2	9	-2	0.5
CCn1c(CNc2ccc(C)cc2)nnc1SCC(N)=O	6	13	11	-5	0	-8	1	1	1.6
CN(C)S(=O)(=O)c1ccc(C(=O)Nc2nnc(-c3cccs3)o2)cc1	1	-2	-2	4	2	-7	7	2	1.1
CC(C)Oc1cccc(C(=O)NC(=S)Nc2ccccc2N2CCOCC2)c1	-3	-3	-2	1	0	0	1	1	-2.4

Next part:
SMILES	PP1 counter	proCasp3 act	VLA-4 inh	CTSL1 counter	GRK2 aptamer HTS	core dimer inh	JMJD2C inh	procasp7 counter	PP5 inh
CNC(=S)Nc1ccc(N2CCCC2)c(S(=O)(=O)Nc2ccc(OC)cc2)c1	/	-4	16	/	0	/	4	-13	/
CCOC(=O)c1[nH]c2ccccc2c1NC(=O)CC	-2	10	29	-4	1	-1	0	11	0.8
CCN(CC(=O)Nc1ccc(NC(C)=O)cc1)C(=O)CSc1nnc(-c2ccco2)n1CC	-3	2	-3	2	0	-7	-1	4	1.2
Cc1ccc(S(=O)(=O)NCC(=O)N(CC2CCCO2)C(C(=O)NC2CCCC2)C(C)C)cc1 (stereo not given)	0	11	4	-2	4	2	-3	1	1.2
COCCn1c(NCc2ccccc2)nc2c1c(=O)[nH]c(=O)n2C	-1	-3	6	-2	1	-7	8	7	2.0
CCOc1ccccc1OCCNC1CCCC1	3	4	-3	-2	4	0	9	10	2.4
COc1ccc(OC)c(CNC(=O)C2CCN(S(=O)(=O)N3CCCCC3)CC2)c1	0	-1	-5	5	0	-29	3	8	1.3

A stretch from further up, as a working copy:
SMILES	PP1 counter	proCasp3 act	VLA-4 inh	CTSL1 counter	GRK2 aptamer HTS	core dimer inh	JMJD2C inh	procasp7 counter	PP5 inh
CNC(=S)Nc1ccc(N2CCCC2)c(S(=O)(=O)Nc2ccc(OC)cc2)c1	/	-4	16	/	0	/	4	-13	/
CCOC(=O)c1[nH]c2ccccc2c1NC(=O)CC	-2	10	29	-4	1	-1	0	11	0.8

Assay outcomes deposited in PubChem BioAssay by several laboratories.
